Nrf2 inh – Nrf2 qHTS screen for inhibitors | A549 ARE-Fluc reporter, luciferase luminescence, 18-24 h | Potency, µM (highest dose often 46 µM), for inactives: at the highest dose activity change, negative = inhibition, usual class: inhibitors | hit rate 2.1% among 360,000 | AID 504444, 2011; also: potency is read from the fitted curve at half-maximal effect; % is scaled to controls: 0 for no effect and ±100 for the full control effect; nearly all actives have a fitted effect of over 60% in size
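Two sequential reads on A549 ARE_Fluc cells exposed to compound for 18-24 h: a CellTiter-Fluor fluorescence read for viability, then a luciferase luminescence read for Nrf2/ARE activity.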
Mm-Cpn inhibitor – Inhibitors of TCP-1 ring complex (TRiC) of Methanococcus maripaludis (MmCpn): qHTS | Chaperonin Mm-Cpn (Methanococcus maripaludis) | hit rate 0.031% among 330,000 | AID 504842, 2011 | Potency, µM (series often up to 76.9 µM), without a hit: at the highest dose activity, negative = inhibition, actives largely listed as inhibitors | purified Mm-Cpn ATPase, ADP Transcreener TR-FRET; also: potency is read from the fitted curve at half-maximal effect; % is scaled to controls: 0 for no effect and ±100 for the full control effect; nearly all actives have a fitted effect of over 80% in size
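ATPase read-out: TR-FRET ADP immunoassay (anti-ADP Eu cryptate vs ADP-d2), ex 320 nm, em 590/665 nm; signal drops as ADP forms. Enzyme 25 nM, ATP 10 uM, 30 min at 37°C after 10 min compound preincubation.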
A549 tox – Nrf2 qHTS screen for inhibitors: counterscreen for cytotoxicity | A549 ARE-Fluc cells, CellTiter-Fluor viability, 18-24 h | Potency, µM (titrated, usually from 46 µM), without a hit: at the top dose activity change, negative = cytotoxicity, most hits filed as inhibitors | hit rate 0.16% among 390,000; also: potency is read from the fitted curve at half-maximal effect; % is scaled to controls: 0 for no effect and ±100 for the full control effect
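A549 ARE-Fluc cells in 5% FBS OPTI-MEM, 5000 cells/well, rested 2 h then exposed to compounds in concentration-response for 18-24 h at 37 °C. Viability by CellTiter-Fluor fluorescence (Ex 405/Em 525) after 30 min; luciferase luminescence (BugLite, 15 min, RT) read afterwards.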
EPAC2 antag – qHTS for Antagonist of cAMP-regulated guanine nucleotide exchange factor 2 (EPAC2): primary screen | Potency, µM (top dose mostly 114 µM), without a hit: at the top dose activity, negative = inhibition, usual class: inhibitors | AID 720708, 2013 | EPAC2 GEF exchange of Rap1B-BODIPY-GDP, fluorescence | Rap guanine nucleotide exchange factor 4 (Homo sapiens), Q8WZA2 | hit rate 0.18% among 360,000; also: potency is read from the fitted curve at half-maximal effect; % is scaled to controls: 0 for no effect and ±100 for the full control effect; nearly all actives have a fitted effect of over 45% in size; many of its hits are not listed in these tables
Target sequence (Q8WZA2 whole entry, looked up): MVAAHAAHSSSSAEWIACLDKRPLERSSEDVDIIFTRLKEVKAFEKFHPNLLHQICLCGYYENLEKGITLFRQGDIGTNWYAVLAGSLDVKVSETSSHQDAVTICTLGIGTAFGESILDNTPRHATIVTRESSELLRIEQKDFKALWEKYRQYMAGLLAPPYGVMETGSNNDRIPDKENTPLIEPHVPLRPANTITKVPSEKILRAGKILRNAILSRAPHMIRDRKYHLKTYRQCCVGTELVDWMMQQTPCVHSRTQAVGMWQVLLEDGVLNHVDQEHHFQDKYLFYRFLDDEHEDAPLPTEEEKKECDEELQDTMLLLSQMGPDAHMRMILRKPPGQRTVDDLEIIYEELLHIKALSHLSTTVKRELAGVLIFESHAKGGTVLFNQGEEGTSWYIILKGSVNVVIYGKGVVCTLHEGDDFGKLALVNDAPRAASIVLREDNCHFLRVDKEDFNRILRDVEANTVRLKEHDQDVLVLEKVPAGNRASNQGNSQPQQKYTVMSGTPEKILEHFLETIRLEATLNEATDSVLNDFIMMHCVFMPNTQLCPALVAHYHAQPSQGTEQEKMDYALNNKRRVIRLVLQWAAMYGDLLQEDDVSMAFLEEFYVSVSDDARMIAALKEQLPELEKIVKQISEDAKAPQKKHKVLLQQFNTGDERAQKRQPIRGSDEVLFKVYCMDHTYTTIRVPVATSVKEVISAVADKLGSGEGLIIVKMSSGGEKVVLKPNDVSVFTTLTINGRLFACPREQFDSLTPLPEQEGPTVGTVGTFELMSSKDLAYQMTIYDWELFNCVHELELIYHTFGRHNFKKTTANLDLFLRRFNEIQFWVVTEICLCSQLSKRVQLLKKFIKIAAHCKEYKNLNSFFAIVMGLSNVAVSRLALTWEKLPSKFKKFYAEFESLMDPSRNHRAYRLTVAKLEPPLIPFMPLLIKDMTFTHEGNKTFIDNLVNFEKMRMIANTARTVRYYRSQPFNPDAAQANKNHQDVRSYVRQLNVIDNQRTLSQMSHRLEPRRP
TGFb inhibitor – qHTS for Inhibitors of TGF-b. HepG2 CAGA-GFP TGF-b/SMAD3 reporter, GFP fluorescence, 18 h; TGF-beta stimulated, 500 pg/mL final. Potency, µM (titrated, usually from 46.1 µM), for the others: at the highest dose activity, negative = inhibition, most hits filed as inhibitors. hit rate 1.2% among 410,000. AID 588855, 2011; also: potency is read from the fitted curve at half-maximal effect; % is scaled to controls: 0 for no effect and ±100 for the full control effect; nearly all actives have a fitted effect of over 65% in size
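HEPG2 CAGA-GFP cells (1000/well, DMEM with 1% FBS) were pre-incubated 2 h at 37 degrees C, given compound by pin tool, then stimulated with TGF-beta at 500 pg/mL final for 18 h before per-cell GFP fluorescence imaging.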
Nrf2 activator – qHTS of Nrf2 Activators; Potency, µM (highest dose often 46.1 µM), without a hit: at the top dose activation, most hits filed as activators; AID 624171, 2012; AREc32 ARE-luciferase reporter (MCF7-derived line), luminescence, 24 h; hit rate 0.31% among 410,000; also: potency is read from the fitted curve at half-maximal effect; % of control where 0% means no effect; nearly all actives have a fitted effect of over 65% in size
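AREc32 cells carrying an ARE-driven firefly luciferase, 1000 cells/well in OPTI-MEM with 5% FBS, dosed after overnight attachment and incubated 24 hr at 37 deg C. Steady-Glo luminescence read after 30 min at RT.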
Akt phos inh – HTS Assay for Inhibitors of Akt Phophorylation: Primary Screen; Neuro2A IGF-stimulated pAkt S473 HTRF, 20 min; hits give low values; activity change, % for hits at 50 µM; hit rate 0.32% among 360,000; AID 651550, 2012; in the data active = activity change below about -80%; inconclusive = mostly about -51% to -80%; also: % is scaled to controls: 0 for no effect and ±100 for the full control effect
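Neuro2A cells (4,500/well, DMEM with 0.5% FBS) were treated with compound at a single 50 µM final concentration, stimulated with 6 nM IGF for 20 min at 37 °C, and lysed. Phospho-Akt Ser473 was read by HTRF as 665/615 ratio ×10^4.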
CCT chaperon mod – High-Throughput Screening for Modulators of Cytosolic Chaperonin Activity. purified chaperonin ATPase assay, HTRF ADP detection, 30 min. activity change, % (test concentration not listed), hits read low. hit rate 0.3% among 360,000. AID 651819, 2012; in the data active = activity change below about -30%; also: % is scaled to controls: 0 for no effect and ±100 for the full control effect
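Enzyme 40 or 20 nM (batch-dependent) in Tris pH 7.4/KCl/MgCl2/DTT; cpd 76 uM single point; ATP 10 uM; 30 min 37 °C; Transcreener ADP HTRF detection, 30 min RT; ratio 665/615.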
EPAC2 agonist – qHTS for Agonist of cAMP-regulated guanine nucleotide exchange factor 4 (EPAC2): primary screen; Rap guanine nucleotide exchange factor 4 (Homo sapiens), Q8WZA2; hit rate 0.079% among 360,000; EPAC2 activation, biochemical qHTS; response scale: 100% = 6.5 mM cAMP response; AID 720711, 2013; Potency, µM (highest dose often 154 µM), without a hit: at the highest dose activation, actives largely listed as activators; also: potency is read from the fitted curve at half-maximal effect; nearly all actives have a fitted effect of over 50% in size
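Compounds were added across a concentration range to EPAC2 (100 nM), RAP1B-BODIPY-GDP (250 nM) and GDP (50 uM). After 5 min at room temperature, fluorescence was recorded at 5-min intervals for 30 min.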
An asterisk follows results filed as active; i = inactive; u = inconclusive; x = no result given; & = joins results of further samples; ! = not confirmed by another sample; [ ] = dose if it differs, or a comment. Unless noted, calls follow the shape of the dose curve; as a rule, active = well fitted curve in the direction sought with a large enough effect; inconclusive = small, poorly fitted or top-dose-only effect, or another doubt; inactive = no such curve, though single readings can be large; an effect the other way counts as inactive or inconclusive.

Order of values: Nrf2 inh | Mm-Cpn inhibitor | A549 tox | EPAC2 antag | TGFb inhibitor | Nrf2 activator | Akt phos inh | CCT chaperon mod | EPAC2 agonist
Nc1ncnc2c1ncn2[C@@H]1O[C@H](C(=O)NCCc2ccc(F)cc2)[C@@H](O)[C@H]1O
  x | x | x | u | 4% | -0.4% | i | 1.2 | -14%
COc1cccc(NC(=O)COC(=O)c2nc(Cl)ccc2Cl)c1
  1% | 2% | -4% | 0% | 8% | -0.6% | i | -4.8 | 11%
COc1cc(/C=C/C(=O)OCC(=O)N2CCc3ccccc32)cc(OC)c1OC
  x | x | x | -7% | 3% | 4.8% | i | 0.6 | 23%
Cc1cc(C(=O)N2CCCC(C)(C(=O)NS(=O)(=O)C3CC3)C2)nn1C(C)(C)C (stereo not given)
  x | x | x | 13% | 13% | -0.2%[9.22 µM] | i | -0.6 | -2%
Cc1nc(SCc2ccccc2)c2oc3ccccc3c2n1
  -4% | -4% | 8% | -20% | -15% | 0.2% | i | 0.0 | 11%
CCO[C@@H]1OC(C(=O)N2CCN(Cc3ccccc3)CC2)=C[C@H](c2csc3ccccc23)[C@H]1CCCO
  -27% | x | 0% | -11% | u | -1.5% | i | 1.9 | 5%
O=C(c1ccc(Cn2c(=O)[nH]c3ccccc3c2=O)cc1)N1CCN(c2ccc(F)cc2)CC1
  10µM* | 2% | -8% | -4% | 3% | -0.4% | i | -1.2 | 6%
CCOC(=O)C1CCCN(C(=O)c2ccc3c(c2)C(C)(C)CCC3(C)C)CC1 (stereo not given)
  x | x | x | u | 14µM* | 3.6% | i | -0.4 | -2%
c1ccc2c(c1)cnc1ccccc12
  3%&13% | -2% | -2%&14% | 11%&-1% | -14%&65% | 0.2%&0.2% | i | -4.2&-1.0 | 6%&6%
Cc1ccc(Cl)cc1NC(=S)NN
  5% | 1% | -12% | -24% | -19% | 7.9% | i | 2.5 | 6%
Cc1ccsc1CNS(=O)(=O)c1ccc(F)cc1
  1% | 0% | -4% | 2% | -5% | -0.8% | i | 1.5 | -6%
CCOC(=O)c1sc(NC(=O)CCN2CCCCCC2)c(C(=O)OCC)c1C
  -7% | -18% | 3% | -9% | u | u | i | 0.6 | -3%
O=C(NCc1ccc(F)cc1)C(c1ccco1)N(C(=O)c1csnn1)c1ccccc1 (stereo not given)
  8% | 0% | -1% | -8% | -18% | 0.2% | i | -0.5 | -4%
S=C(NCC1CCCO1)Nc1ccc(Cl)c(Cl)c1 (stereo not given)
  -18% | -2% | 4% | 2%[57.1 µM] | u | 6.8% | i | 1.2 | 10%
CCOc1ccc(OCCCC(=O)N2CCN(S(=O)(=O)c3ccccc3C#N)CC2)cc1
  u | 2% | -13% | -8% | -5% | -0.9% | i | -6.1 | 12%
CC(=O)OCC(=O)Nc1ccccc1C
  1% | 1% | 1% | 0% | -16% | -0.2% | i | 1.7 | -5%
Cc1nc([N+](=O)[O-])cn1CC(=O)c1ccc(Cl)cc1
  7% | 0% | 2% | 4% | 11% | -0.2% | i | -3.2 | 4%
Cc1ccc(CNC(=O)COCc2cc(-c3cccs3)on2)cc1
  14% | x | 9% | x | 1% | 8.2% | x | x | x
COc1ccc(Cl)cc1-c1cc(C(=O)NCc2ccc(C(F)(F)F)cc2)[nH]n1
  x | x | x | -2% | u | 3.8% | i | -2.1 | -6%
COc1ccc(/C(C)=N/NC(=O)CNC(=O)Cc2ccccc2)c(OC)c1
  -6% | 6% | 16% | 12% | -5% | 0.1% | i | -4.9 | 10%
CCC1(CC)Cc2ccccc2-c2nc(-c3ccccc3)oc(=O)c21
  0% | 4% | 2% | -1% | 3% | 0.5% | i | -0.7 | 14%
COc1ccc(CCn2c3c(c(=O)[nH]c2=O)C(NC(=O)c2ccccc2)(C(F)(F)F)C(=O)N3)cc1OC (stereo not given)
  19% | x | -8% | x | u | -1.1% | x | x | x
Cn1c(N/N=C/c2ccccc2)nc2sc3c(c2c1=O)CCC3
  x | 2% | -9% | -2% | -6% | 4.3% | i | -20 | 5%
CC1(C)CC2CC(C)(CN2S(=O)(=O)c2ccc(C(=O)Nc3cc(S(=O)(=O)N4CCOCC4)ccc3Cl)cc2)C1 (stereo not given)
  u | -7% | -4% | 4% | 16% | -0.7% | i | -3.1 | -4%
CC(C)(C)C1(C)OC(C(=O)NC2CCCCC2)C(C(=O)NC2CCCCC2)O1 (stereo not given)
  x | 1% | 3% | -4% | 1% | 0.1% | i | -1.0 | 6%
O=C(c1ccco1)N1CCN(c2ncnc3c2nnn3Cc2ccccc2Cl)CC1
  u | 0% | 0% | 7% | -9% | 0.5% | i | 0.5 | 13%
O=c1[nH]c(/C(Cl)=C/c2cccc(F)c2)nc2cc(C(F)(F)F)ccc12
  5% | -1% | -9% | -15% | 6% | 22% | i | -0.1 | 4%
Cc1nc(-c2ccccc2)nc(Cl)c1Cl
  -7% | -3% | -2% | -6% | 11% | -0.6%[9.22 µM] | i | -5.9 | 2%
CC(C)c1ccc(NC(=O)C2CCCN(S(=O)(=O)c3cnc[nH]3)C2)cc1 (stereo not given)
  1% | 1% | 1% | -3% | 3% | 1.0% | i | -0.4 | -8%
CN1CCCN(C(=O)CNC(=O)Cc2ccccc2)CC1
  4% | 2% | 0% | 11% | 1% | 0.5% | i | -0.9 | 0%

Single records (already shown):
CN1CCCN(C(=O)CNC(=O)Cc2ccccc2)CC1 in the list: Nrf2 inh = 4%; Mm-Cpn inhibitor = 2%; A549 tox = 0%; EPAC2 antag = 11%; TGFb inhibitor = 1%; Nrf2 activator = 0.5%; Akt phos inh = i; CCT chaperon mod = -0.9; EPAC2 agonist = 0%
Nc1ncnc2c1ncn2[C@@H]1O[C@H](C(=O)NCCc2ccc(F)cc2)[C@@H](O)[C@H]1O in the list: Nrf2 inh = x; Mm-Cpn inhibitor = x; A549 tox = x; EPAC2 antag = u; TGFb inhibitor = 4%; Nrf2 activator = -0.4%; Akt phos inh = i; CCT chaperon mod = 1.2; EPAC2 agonist = -14%

Continuation.
Order of values: Nrf2 inh | Mm-Cpn inhibitor | A549 tox | EPAC2 antag | TGFb inhibitor | Nrf2 activator | Akt phos inh | CCT chaperon mod | EPAC2 agonist
COc1ccccc1NC(=O)CCN1CCCCC1
  9% | x | 1% | x | -10% | -0.4% | x | x | x
C=CCC1(CC=C)CCCN1C(=O)c1cc(COc2ccccc2SC)on1
  0% | 2% | 20% | -10% | -6% | 0.0% | i | -4.6 | 9%
CCOC(=O)C1CCN(C(=O)c2cc3ccc4cccnc4c3[nH]2)CC1
  u | x | 9% | x | 1% | 5.0% | x | x | x
COCCNC(=O)c1ccc(C)cc1C
  3% | 4% | 4% | 8% | -8% | 0.4% | i | -0.7 | 13%
CCOc1ccccc1OCCCC(=O)Nc1nc2ccccc2[nH]1
  8% | -1% | 4% | -1% | -31% | 1.9% | i | -1.4 | 8%
Cc1ccc(CNC(=O)C2CCN(C(=O)Nc3ccc(C)cc3)CC2)cc1
  -15% | 3% | 1% | u | -16% | 0.1% | i | 0.5 | -3%
Cc1cc(Cl)ccc1OCC(=O)N[C@@H](Cc1ccccc1)c1nc2ccccc2[nH]1
  u | 0% | -27% | -19% | u | 0.0% | i | -1.6 | -2%
O=C(Nc1ccccc1)c1ccccc1O
  -23% | 1% | -5% | -7% | 2% | 3.1% | i | -0.7 | 11%
CCOc1ccc(N2C(=O)c3ccc(C(=O)OCC(=O)N(CC)C4CCS(=O)(=O)C4)cc3C2=O)cc1 (stereo not given)
  -22% | 1% | -10% | -28% | 9% | 0.0% | i | -0.6 | -19%
COc1cc(NS(=O)(=O)c2cn(C)cn2)cc(OC)c1OC
  22% | 1% | 4% | -3% | 10% | -0.1% | i | 0.9 | 4%
CC(C)c1ccc(N(C(=O)c2snc(C(N)=O)c2N)C(C(=O)NC2CCCC2)c2ccncc2)cc1 (stereo not given)
  u | 2% | 2% | -3% | -1% | 4.2% | i | 1.1 | -5%
Cc1cc(C)cc(NC(=O)NCc2ccccn2)c1
  4% | 0% | 4% | 2% | -3% | 2.3% | i | 2.4 | 8%
C=CCOC(=O)CSCC(NC(=O)OC(C)(C)C)C(=O)OCC (stereo not given)
  x | 1% | 7% | 5% | 5% | -2.9% | i | -0.2 | 3%
Cc1ccc([C@@H]2[C@@H]3C(=O)N(C)C(=O)[C@@H]3[C@]3(C)C(=O)N(Cc4ccccc4)CC(=O)N23)o1
  -1% | -2% | 14% | -14% | 12% | 0.5% | i | 0.4 | -7%
CCN1CCN(c2cc(C)c3cc(NC(=O)c4ccc(OC)c(OC)c4)ccc3n2)CC1
  16µM*! | -2% | 16µM*! | 2% | 75%&0%[activator] | 5.6%&-0.7% | i | 0.6 | -1%
O=C(c1ccc(Cl)cc1)N1CCc2c([nH]c3ccccc23)C1C(F)(F)F (stereo not given)
  -4% | 0% | 0% | -10% | u | 3.2% | i | -2.0 | 5%
CC(C(=O)Nc1ccccn1)N1C(=O)c2ccccc2S1(=O)=O (stereo not given)
  4% | 1% | 0% | -4% | 4% | -0.3% | i | -2.1 | -4%

Screening results deposited in PubChem BioAssay by National Center for Advancing Translational Sciences (NCATS).

A portion of the library; count on the stated rates, not on these rows.
